Bioassay records: PubChem BioAssay, National Center for Advancing Translational Sciences (NCATS)
DRD3 antagonist: D3 dopamine receptor (human) antagonism. D3R cells, DiscoveRx beta-arrestin luminescence, antagonist mode; hits give low values. max response, negative = inhibition, %. actives 2.5% (n = 360,000). AID 652054; in the data active means max response below about -50%; inconclusive means no clear call, values can overlap the other calls; further: on the % scale 0 is the no-effect control and ±100 the full control effect; mostly tested at two doses, the higher about 12 µM
Target sequence (P35462 whole entry, looked up): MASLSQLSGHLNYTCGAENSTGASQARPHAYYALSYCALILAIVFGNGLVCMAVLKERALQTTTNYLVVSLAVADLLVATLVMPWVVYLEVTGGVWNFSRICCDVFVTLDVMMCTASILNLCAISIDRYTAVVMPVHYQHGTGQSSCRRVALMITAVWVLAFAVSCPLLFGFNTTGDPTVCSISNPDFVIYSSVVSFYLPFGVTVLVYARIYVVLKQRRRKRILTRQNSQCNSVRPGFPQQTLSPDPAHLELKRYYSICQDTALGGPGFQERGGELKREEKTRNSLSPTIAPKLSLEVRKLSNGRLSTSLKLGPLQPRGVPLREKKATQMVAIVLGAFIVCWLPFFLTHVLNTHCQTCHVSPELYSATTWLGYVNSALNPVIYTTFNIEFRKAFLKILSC
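Cells plated overnight at 1500 cells/well, then exposed to library compounds with dopamine controls for 90 minutes at 37 degrees C. DiscoveRx reagent added for 30–60 minutes at room temperature; luminescence read, quantitative HTS format.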
FUS yeast rescue: rescues growth of FUS-expressing yeast | S. cerevisiae FUS-expressing, growth rescue, OD600, 24 h | Potency, µM (doses to about 76.6 µM), inactives show at the highest dose growth rescue (activation), actives largely listed as activators | actives 0.24% (n = 390,000) | AID 1347120;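 further: potency means the concentration at half of the fitted maximal effect; plate controls were DMSO vehicle for no effect and reference control for full effect; nearly all actives have a fitted effect of over 55% in size; some results filed as inactive show a strong effect at the top dose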
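Cultures pregrown in 2.5% raffinose medium are shifted to minimal medium containing 2% galactose to express toxic FUS. Compounds are tested at several concentrations. After 24hr at 30C, growth is quantified at 600 nm absorbance.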
EPAC2 antagonist: EPAC2 (human) antagonism; Q8WZA2; EPAC2 GEF exchange of Rap1B-BODIPY-GDP, fluorescence; actives 0.18% (n = 360,000); AID 720708; Potency, µM (series often up to 114 µM), for the others: at the top dose activity, negative = inhibition, most hits filed as inhibitors; further: potency means the concentration at half of the fitted maximal effect; on the % scale 0 is the no-effect control and ±100 the full control effect; nearly all actives have a fitted effect of over 45% in size; many of its hits are not listed in these tables
TDP43 rescue: rescues yeast growth from TDP-43 toxicity; actives 1.8% (n = 410,000); TDP-43 expressing yeast growth rescue, BacTiter-Glo, 24 h; Potency, µM (titrated, usually from 46.1 µM), without a hit: at the highest dose growth rescue (activation), actives largely listed as activators; AID 652104; further: potency means the concentration at half of the fitted maximal effect; % of control where 0% means no effect; nearly all actives have a fitted effect of over 50% in size
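Cell-based yeast growth screen: TDP-43 expression induced in galactose, inoculum OD600=0.02 after raffinose pregrowth to mid-log. Read-out BacTiter-Glo luminescence at 24 hr, 30 deg C; inhibition of toxicity seen as signal increase.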
aSyn yeast inh: alpha-synuclein toxicity inhibition in yeast; Yeast expressing alpha-synuclein, growth rescue, BacTiter-Glo, 24 h; actives 0.14% (n = 370,000); Potency, µM (doses to about 46.1 µM), without a hit: at the top dose growth rescue (activation), actives largely listed as activators; further: potency means the concentration at half of the fitted maximal effect; % of control where 0% means no effect; nearly all actives have a fitted effect of over 65% in size
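Screening used galactose-induced yeast with toxic alpha-synuclein levels, exposed to compound for 24 hr at 30 deg C. Cell growth, read with BacTiter-Glo luminescence, gave the measured signal.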
D3 ag: D3 dopamine receptor (human) agonism. P35462. D3R DiscoveRx beta-arrestin cells, luminescence, 90 min. max activation, %. actives 0.58% (n = 410,000); in the data active means max activation above about 30%; further: 0% is about no effect; mostly tested at two doses, the higher about 12 µM
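Agonist-mode cell screen: cells plated at 1500/well and incubated overnight at 37 °C, then exposed to library compounds for 90 min at 37 °C. Detection reagent was added for 30–60 min at room temperature, and luminescence was read.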
EPAC2 agonist: agonists of human EPAC2 (RAPGEF4) | EPAC2 activation, biochemical qHTS; response scale: 100% = 6.5 mM cAMP response | Potency, µM (highest dose often 154 µM), for the others: top-dose activation, most hits filed as activators | actives 0.079% (n = 360,000) | AID 720711; further: potency means the concentration at half of the fitted maximal effect; nearly all actives have a fitted effect of over 50% in size
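Guanine nucleotide exchange by EPAC2 is measured as reduced fluorescence of BODIPY-GDP once it is released from 250 nM Rap1B. Plates are read kinetically for 30 min at room temperature; results are scaled to 6.5 mM cAMP.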
Abeta yeast res: restores growth of yeast expressing A-beta42 peptide; actives 0.063% (n = 410,000); Potency, µM (highest dose often 46.1 µM), for inactives: at the top dose growth rescue, actives largely listed as activators; yeast expressing A-beta42, growth rescue, OD600, 48 h; response scale: 0% DMSO, 100% iron-clioquinol control; further: potency means the concentration at half of the fitted maximal effect; nearly all actives have a fitted effect of over 55% in size
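Yeast growth medium received pinned compounds, then yeast cells expressing toxic A-beta were added; plates incubated at 30 C for 48 hr. Growth read as absorbance at 600 nm, normalized to DMSO and equimolar FeCl3 plus clioquinol controls.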
The depositor's hits bear a star; ? = inconclusive; . = no result given; [ ] = another dose, or the depositor's remark. Unless noted, the call rests on the fitted dose curve; in most records, active means well fitted curve in the direction sought with a large enough effect; inconclusive means small, poorly fitted or top-dose-only effect, or another doubt; inactive means no such curve, though single readings can be large; an effect the other way counts as inactive or inconclusive. This is a subset (hit frequency here may not be typical).

SMILES	DRD3 antagonist	FUS yeast rescue	EPAC2 antagonist	TDP43 rescue	aSyn yeast inh	D3 ag	EPAC2 agonist	Abeta yeast res
Cc1cccc(C)c1NC(=O)CN(C)C(=O)c1cccc(NS(=O)(=O)c2ccccc2)c1	7	12%	-17%	-2%	-2%	-2	-3%	-16%
Cc1ccc(NC(=O)CN2CCC(NC(=O)c3ccccc3F)CC2)cc1C	13	-5%	-9%	29%	2%	-3	5%	14%
O=C(NCCCn1ccnc1)C(=O)NCC(c1ccco1)N1CCN(c2ccccc2)CC1 (stereo unspecified)	2	-4%	-9%	-5%	-7%	-5	-6%	-3%
Cc1nn(-c2ccccc2)c(C)c1/C=N/NC(=O)c1cc(-c2ccc(Br)s2)[nH]n1	5	8%	-5%[57.1 µM]	17%	8%	8	-9%	21%
CCN(CC1CCCN(CCc2cccc(OC)c2)C1)C(=O)c1ccc(COC)o1 (stereo unspecified)	3	5%	0%	-9%	2%	-9	9%	7%
Cc1ccc(NC(=O)CCC(=O)c2cccs2)nc1	-17	-8%	-5%	17%	-5%	2	6%	20%
Cc1cccn2c(=O)c(C(=O)NCc3ccc(F)cc3)c(O)nc12	.	-12%	.	-48%[inhibitor]	.	-12	.	-16%
CC(=O)C1CCC2C3CC=C4CC(SC(=N)N)CCC4(C)C3CCC12C (stereo unspecified)	19	.	0%	21%	1%	13	-1%	-5%
O=c1cc(O)c(-c2cccc(Cl)c2)c(Cl)[nH]1	-22	23%	0%	1%	-5%	-7	-10%	-14%
O=C(COC(=O)CNC(=O)c1sc2ccccc2c1Cl)Nc1c(Cl)cc(Cl)cc1Cl	-14	24%	9%	-19%	1%	-23	4%	-1%
CC1=NC(C)(C)Cc2c(C)cccc21	12	-6%	19%	-13%	-2%	2	-10%	2%
Cc1csc(=O)n1CC(=O)OCC(=O)NNC(=O)c1ccccc1	-6	.	4%	26%	0%	2	-2%	-5%
COc1ccc(-c2csc(C(C)(NC(C)=O)c3ccccc3)n2)cc1 (stereo unspecified)	?	-17%	-19%	16%	18%	4	1%	-5%
O=C1CC2(CCCCC2)Oc2ccc(F)cc21	4	-18%	?	-5%	1%	0	1%	-15%
CCOc1ccc(NC(=O)CSC2=Nc3ccccc3C3=NC(CCC(=O)NCc4cccs4)C(=O)N23)cc1 (stereo unspecified)	.	29%	.	18%	.	5	.	1%
CC(C)OP(=O)(c1ccc(N(C)C)cc1)C(O)c1cccnc1 (stereo unspecified)	-16	-2%	-6%	7%	-4%	-6	7%	7%
CN(c1ccccc1)S(=O)(=O)c1ccc(C(=O)N2CCc3ccccc3C2)cc1	20	?	-16%	0%	-2%	0	12%	1%
CN(CCNC(=O)C1CCC(=O)N(Cc2ccc(Cl)cc2)C1)CCc1ccccc1 (stereo unspecified)	-21	.	-23%	-5%	-1%	-33	11%	3%
CSCCNC(=O)c1ccc2nc(Cc3ccccc3F)oc2c1	4	-2%	9%	25%	0%	-4	7%	9%
CCOc1cc(CNCc2cccs2)ccc1OCC(=O)NC(C)(C)C	-18	-5%	-3%	22%	1%	-6	8%	5%
O=C(N/N=C/c1ccncc1)c1ccccc1[N+](=O)[O-]	12	14%	17%	-21%	-1%	1	-1%	-5%
COc1ccccc1NC(=O)Cn1cnc2sc(C(=O)Nc3ccc(OC)c(OC)c3)c(C)c2c1=O	10	10%	-17%	8%	0%	-1	5%	-10%
Cc1cccc(N2CCN(C(=O)Cc3c(C(=O)O)c(C)cn3C)CC2)c1C	.	24%	.	22%	.	7	.	7%
Cc1ccc2[nH]c(CSc3nnc(NC(=O)c4ccc(Cl)cc4)s3)cc(=O)c2c1	.	-16%	.	8%	.	-3	.	-2%
CC(C)(C)NC(=O)COc1ccc2oc3c(c2c1)CCCC3	-2	1%	-4%	1%	-1%	-2	7%	-15%
O=C1CCC(C(=O)N2CCN(c3cnccn3)CC2)CN1CCc1ccccc1 (stereo unspecified)	-8	-12%	6%	-7%	-4%	-6	6%	1%
CCCSc1nnc(CN2CCOCC2)n1C	14	-18%	2%	8%	3%	6	2%	-30%
COc1ccc(C(=O)NCc2n[nH]c(=S)n2-c2ccccc2)cc1OC	-23	-14%	-3%	-22%	-1%	-11	8%	-2%
Cc1cc(C)cc(NC(=O)C(=O)NCCc2sc(-c3cccc(F)c3)nc2C)c1	.	5%	.	-1%	.	-1	.	-5%
COc1cc(C=O)cc(OC)c1OS(=O)(=O)c1ccc(NC(C)=O)cc1	5	1%	9%	-16%	0%	15	5%	14%

Single records, as listed above. Screens in order: DRD3 antagonist	FUS yeast rescue	EPAC2 antagonist	TDP43 rescue	aSyn yeast inh	D3 ag	EPAC2 agonist	Abeta yeast res
`COc1cc(C=O)cc(OC)c1OS(=O)(=O)c1ccc(NC(C)=O)cc1` is entered as 5	1%	9%	-16%	0%	15	5%	14%
`COc1ccccc1NC(=O)Cn1cnc2sc(C(=O)Nc3ccc(OC)c(OC)c3)c(C)c2c1=O` is entered as 10	10%	-17%	8%	0%	-1	5%	-10%

Following part:
SMILES	DRD3 antagonist	FUS yeast rescue	EPAC2 antagonist	TDP43 rescue	aSyn yeast inh	D3 ag	EPAC2 agonist	Abeta yeast res
CC(=O)Nc1ccc(NS(=O)(=O)c2cc(C)sc2C)cc1	?	3%	2%	8%	1%	1	9%	15%
CCOCCn1c(COc2ccc(C)cc2)nc2ccccc21	-12	.	?	-6%	0%	1	-8%	3%
COc1ccc([C@@H]2[C@@H]3C(=O)N(C(C)(C)C)C(=O)[C@@H]3[C@]3(Cc4ccccc4)C(=O)N(c4cccc(Cl)c4)C(=O)N23)cc1	17	28µM*	-9%	24%	3%	-2	4%	12%
CCCCn1ccc(O)c(Cc2ccc(F)cc2)c1=O	4	11%	17%	-12%	1%	-6	3%	8%
CC(C)Sc1nnc(CNC(=O)C23CC4CC(CC(C4)C2)C3)n1C1CCCCC1	15	5%	0%	21%	2%	0	-6%	0%
COCCCNC(=O)C1CCN(c2cc(C)nc3c(-c4ccc(OC)c(OC)c4)c(C)nn23)CC1	.	-5%	.	25%	.	10	.	0%
COCc1c(C(=O)N2CCN(c3ccc(C(F)(F)F)cn3)CC2)oc2ccccc12	40	34%	-27%	?	3%	2	-1%	?
CN1CCC(N(C)C(=O)c2ccccc2F)CC1	1	-33%	-4%	14%	4%	0	6%	6%
Cc1ccc(NC(=O)C(CC(=O)O)C2CCCO2)c(C)c1 (stereo unspecified)	-7	-6%	8%	-18%	-2%	0	13%	-19%
O=C(Nc1cc(C(F)(F)F)ccc1N1CCOCC1)C1Cc2ccccc2CN1C(=O)c1ccco1 (stereo unspecified)	-24	?	-1%	12%	11%	-1	3%	5%
O=C(NCCc1ccccc1)c1c(O)c2cccc3c2n(c1=O)CC3	13	?	-2%	-9%	9%	1	-10%	-8%
Nc1ccc(-c2nc3ccc(C(=O)O)cc3s2)cc1	11	5%	10%	6%	-6%	1	6%	-16%
CN1Cc2c(N3CCOCC3)nc3sc(C#N)c(N)c3c2CC1(C)C	47	13%	-3%	-12%	2%	0	12%	-4%
Cc1c(C)c2c(OCC(=O)NCCCO)cc3c(c2oc1=O)CCC(C)(C)O3	12	12%	-17%	-4%	9%	12	-9%	3%
CC(C)C[C@@H]1O[C@H](C(C)C)Cc2[nH][nH]c(=O)c21	9	8%	-2%	0%	-14%	2	0%	8%
Cc1c(NC(=O)c2cc(-n3cnnc3)ccc2Cl)cccc1-c1nc2ccccc2o1	1	.	16%	-2%	7%	3	-5%	9%
CCCNC(=O)CN1C(=O)c2ccccc2Sc2ncccc21	19	25%	3%	16%	3%	11	-1%	-2%
COc1ccccc1CNC(=O)c1ccc(CS(=O)c2ccccc2Cl)o1 (stereo unspecified)	.	-2%	.	26%	.	4	.	0%
COc1ccc(CCNc2nc3cc(OC)c(OC)cc3c3nc(-c4cccnc4)nn23)cc1OC	.	3%	.	7%	.	-11	.	0%
CN(C)C(=O)CSc1nc2ccccc2n1Cc1ccccc1	-3	13%	8%	-7%	-2%	-5	-1%	4%
C[C@H](CO)N1C[C@H](C)[C@@H](CN(C)S(C)(=O)=O)Oc2c(NC(=O)C3CCCCC3)cccc2C1=O	-9	-20%	15%	-17%	-2%	-27	-6%	-9%
Cc1[nH][nH]c(=O)c1C(c1ccc(-c2ccc(Cl)cc2)o1)c1c(C)[nH][nH]c1=O	-8	.	-1%	13%	-2%	4	5%	20%
COC(=O)C(=N/Nc1ccccc1C(=O)OC)/C(C)=N/O	3	4%	-3%	?	3%	6	11%	?
Cc1cccc(/C=N/NC(=O)C(C)Nc2cccc3ccccc23)n1 (stereo unspecified)	5	21%	7%	2%	7%	2	7%	19%
CCCNC(=O)c1ccc2c(c1)nc1n2CCCCC1	.	-5%	.	1%	.	-16	.	-16%
Cn1c(C(=O)Nc2cccc(Cl)c2)cc2c(=O)n(C)c3ccccc3c21	.	-3%	.	5%	.	8	.	-6%
O=C(COc1ccc(Br)cc1)NCCO	-4	.	-1%	20%	-6%	6	1%	14%
O=C(NCCCn1ccnc1)c1cn(-c2ccccc2)nc1-c1ccc(F)cc1	-26	-9%	-6%	-11%	2%	-24	10%	-1%
CCc1ccc(CN(C)C(=O)CCc2nnc(COc3ccccc3)o2)cc1	6	16%	-11%	?	13%	2	5%	1%
CC(C)N(C(=O)CSc1n[nH]c(=O)n1CCc1ccccc1)C(C)C	6	8%	4%	2%	-4%	3	10%	-14%
Cn1c(=O)[nH]c(=O)c2[nH]c(N(Cc3ccccc3)Cc3ccccc3)nc21	-5	8%	-9%	1%	-1%	-4	-13%	25%
O=C(O)C1CC(=O)N(CCc2ccccc2)C1 (stereo unspecified)	-7	12%	-7%	3%	-3%	9	0%	-4%
C=CCOC(=O)C1=C[C@@H](c2csc3ccccc23)C[C@@H](OCCCCO)O1	66	19%	-15%	44%	6%	19	8%	9%
CC1CCN(S(=O)(=O)c2ccc3c(c2)oc(=O)n3CC(=O)NCc2ccc3c(c2)OCO3)CC1	-2	-2%	-10%	19%	-6%	1	18%	0%
Cc1cc(NS(=O)(=O)c2ccc(NC(=O)COc3ccccc3Br)cc2)no1	.	-11%	.	7%	.	-1	.	0%
